# Screens deposited in PubChem BioAssay by several laboratories.
# SUMO1 PPI mod = modulators of human SUMO1-mediated protein-protein interactions; inhibition, % at 20 µM; SUMO1 binding to a labelled peptide, TR-FRET, 1 h; AID 602429; 0.33% of 360,000 active; in the data active means inhibition above about 37%
# Target sequence (P63165 whole entry, looked up): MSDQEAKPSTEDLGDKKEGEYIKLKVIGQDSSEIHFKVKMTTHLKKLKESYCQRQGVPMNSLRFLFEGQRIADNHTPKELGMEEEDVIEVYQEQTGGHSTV
# Tb MetRS inh = Trypanosoma brucei MetRS inhibition; purified T. brucei MetRS, ATP depletion, Kinase-Glo luminescence; inhibition, % at 11.9 µM; 0.4% of 360,000 active; AID 624268;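 active means inhibition above a per-plate cutoff of the control wells' mean inhibition plus 3 SD, cut at about 5.5% in these data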;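 further: 0% = DMSO wells median and 100% = median of wells with control inhibitor compound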
#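 Dosing: 11.9 µM compound single dose, 0.9% DMSO; Assay system: purified T. brucei MetRS enzyme; Measured by: Kinase-Glo luciferase luminescence reporting remaining unconsumed ATP; Schedule: 15 min plus 2 h at 25 °C.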
# LMPTP block = LMPTP (human) inhibition | P24666 | recombinant LMPTP-A, OMFP fluorogenic substrate, fluorescence intensity | inhibition, % at 20 µM | 0.22% of 360,000 active;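 active means compounds that cut the enzyme signal by at least half of the control window in the single-dose screen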;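 further: plate controls were DMSO wells with enzyme plus substrate for no effect and substrate without enzyme for full effect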
# Target sequence (P24666 whole entry, looked up): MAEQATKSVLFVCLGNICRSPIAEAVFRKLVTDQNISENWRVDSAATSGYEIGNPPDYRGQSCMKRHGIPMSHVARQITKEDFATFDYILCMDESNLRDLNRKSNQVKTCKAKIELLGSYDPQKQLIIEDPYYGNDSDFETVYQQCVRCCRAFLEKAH
#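 Assay system: LMPTP-A phosphatase enzyme | Input: 0.625 nM enzyme | Also added: Fluorogenic phosphatase substrate OMFP at 400 µM final | Compound dosing: One test concentration per compound, 20 µM, with 3% DMSO overall | Schedule: 50 min enzyme reaction at room temperature, protected from light | Signal: Fluorescence intensity | Benchmarks: no-enzyme and uninhibited controls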
# DNMT1 block = inhibitors of human DNMT1; 0.83% of 360,000 active; DNMT1 molecular beacon, Hinp1I cleavage, fluorescence; inhibition (reported as % activation of signal), % at 10 µM; in the data active means inhibition above about 50%
# E coli Lon inh = E. coli protease La inhibition | AID 602123 | purified E. coli Lon protease, fluorescence polarization | P0A9M0 | 0.42% of 360,000 active | inhibition, % at 7.94 µM; in the data active means inhibition above about 13%, passing the limit was not always enough;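 further: 0% = enzyme with probe and DMSO and 100% = no enzyme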
# Scp-1 inhibitor = Scp-1 (human) phosphatase inhibition | Q9GZU7 | Recombinant Scp1, phosphopeptide, malachite green phosphate absorbance | inhibition, % at 20 µM | 0.88% of 340,000 active;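 active means inhibition above about 50% at 20 µM, limit read from the data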;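 further: plate controls were DMSO wells with enzyme for no effect and wells lacking enzyme for full effect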
#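 Material – SCP-1 phosphatase catalytic domain, residues 76-261 · Buffer or medium – Acidic Tris acetate buffer with magnesium and detergent · Also added – Phospho 17-mer peptide substrate · Compound – single 20 µM dose, 1% DMSO · Times – 45 min room-temperature reaction, 5 min colour, 30 min stabiliser · Technique – Phosphate-binding colour reagent, absorbance read at 630 nm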
# STEP block = inhibitors of human striatal-enriched phosphatase STEP; 0.25% of 360,000 active; recombinant STEP, OMFP fluorogenic substrate, fluorescence; inhibition, % at 20 µM; P54829;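 active means inhibition at 20 µM, scaled per plate between control wells, above about 37%, limit read from the data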;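 further: 0% = DMSO with enzyme and substrate and 100% = substrate only without enzyme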
# Target sequence (P54829 whole entry, looked up): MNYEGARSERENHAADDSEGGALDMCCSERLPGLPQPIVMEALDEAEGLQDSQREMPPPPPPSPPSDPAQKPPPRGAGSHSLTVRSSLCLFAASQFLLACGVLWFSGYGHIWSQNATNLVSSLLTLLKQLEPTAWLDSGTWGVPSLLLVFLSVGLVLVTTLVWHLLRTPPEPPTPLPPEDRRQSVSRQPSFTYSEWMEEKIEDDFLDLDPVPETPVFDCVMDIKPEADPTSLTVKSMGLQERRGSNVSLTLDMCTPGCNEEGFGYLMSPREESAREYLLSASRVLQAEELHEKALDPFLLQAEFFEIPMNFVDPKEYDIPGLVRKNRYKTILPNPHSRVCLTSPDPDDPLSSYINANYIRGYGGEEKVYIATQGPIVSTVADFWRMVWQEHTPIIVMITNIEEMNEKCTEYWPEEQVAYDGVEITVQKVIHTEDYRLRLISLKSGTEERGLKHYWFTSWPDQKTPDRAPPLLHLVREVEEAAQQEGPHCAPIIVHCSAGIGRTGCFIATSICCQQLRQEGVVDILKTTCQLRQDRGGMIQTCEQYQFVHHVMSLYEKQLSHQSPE
#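 medium = Bis-Tris buffer pH 6.0, 2.5 mM DTT, 0.005% Tween 20 | test system = STEP (striatal-enriched tyrosine phosphatase) enzyme, cell-free | measure = normalized % inhibition | compound dosing = 20 µM, 1% DMSO | also added = 25 µM OMFP | schedule = reaction 20 min, ambient temperature | measured by = fluorescence read at 480 nm ex / 540 nm em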
# MsrA inh = inhibits bovine methionine sulfoxide reductase A | purified bovine MsrA, absorbance read-out | inhibition, % at 15.5 µM | 0.75% of 360,000 active; in the data active means inhibition above about 4.5%;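 further: 0% = vehicle wells with enzyme and 100% = reference inhibitor wells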
# CendR NRP1 mod = modulators of CendR peptide binding to human neuropilin-1; O14786; FAM-RPARPAR peptide binding to NRP-1, fluorescence polarization; inhibition, % at 25 µM; 0.85% of 360,000 active;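 active means inhibition or corrected inhibition above about 18%, plus a signal ratio from 0.5 to 1.5, limit read from the data, passing the limit was not always enough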; further: strong numbers were not always called active
# MsrA act = activators of bovine methionine sulfoxide reductase A; purified bovine MsrA, absorbance read-out; activation, % at 10.6 µM; 0.3% of 360,000 active; AID 602163; in the data active means activation above about 7.5%;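 further: 0% = vehicle and 100% = reference activator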
# Numbers without * were called inactive; . = no result given.
SMILES,SUMO1 PPI mod,Tb MetRS inh,LMPTP block,DNMT1 block,E coli Lon inh,Scp-1 inhibitor,STEP block,MsrA inh,CendR NRP1 mod,MsrA act
Cc1csc(=Nc2cccnc2)n1CC1CCCCC1,-2,-0.4,-1.3,0,-8,24,-1,-0.4,4,-1
O=C1CSC(c2ccc(F)c(F)c2)N1c1ccccc1F (centres undefined),2,-0.8,0.3,2,1,0,1,-0.6,16,-3
CCOC1=C2CN(S(=O)(=O)c3ccc(C)cc3)[C@H](c3cccc(Cl)c3)C[C@@H]2N(S(=O)(=O)c2ccccc2[N+](=O)[O-])[C@H](c2ccccc2)C1,5,0.8,0.8,1,1,.,4,0.3,-2,-5
O=C(NNC(=O)c1nn(-c2ccc(F)cc2)ccc1=O)c1ccccc1Cl,-24,-1.0,-0.9,1,6,-8,0,3.0,6,-7
OC[C@H]1O[C@H](OC[C@H]2OC(O)[C@H](O)[C@@H](O)[C@@H]2O)[C@H](O)[C@@H](O)[C@@H]1O (some centres undefined),0,-0.9,-1.8,0,-1,-9,1,-1.3,-1,-4
COc1cc(/C=N/NC(=O)COc2cc(C)cc(C)c2)ccc1OS(=O)(=O)c1ccc(C)cc1,-1,0.0,5.5,-15,-14,-16,-2,0.1,-8,-5
Cn1cc(S(=O)(=O)N2CCN(Cc3ccccc3)CC2)c(=O)n(C)c1=O,4,1.0,-0.1,5,-8,-1,-2,0.1,11,-11
Cn1c(CC(=O)Nc2ccc(Cl)c(Cl)c2)nnc1SCC(=O)NCc1ccccc1,1,-1.2,0.4,2,1,8,-4,0.1,11,-8
CCOc1ccc(N(CC(=O)Nc2ccc(C)cc2)S(C)(=O)=O)cc1,5,2.4,1.5,-3,-3,-8,-1,0.7,10,-2
CN1C(=O)[C@@H]2[C@@H]3C[C@@H]([C@H]4ON=C(c5ccccc5OCC#N)[C@@H]34)[C@@H]2C1=O,7,-0.4,-1.3,-1,-7,-13,2,-1.8,9,0
CCOC(=O)CN1C(=O)NC2NC(=O)NC21 (centres undefined),3,-0.3,-3.5,1,0,-2,2,0.2,17,-1
CCN(CC)S(=O)(=O)c1ccc(O)c(NC(=O)c2cc(-c3cc(OC)c(OC)c(OC)c3)nc3ccccc23)c1,8,-0.7,0.7,-7,1,-8,8,.,-2,1
O=C(CSc1nnc(-c2ccccc2)o1)N1CCN(c2ccccc2)CC1,0,-0.6,-2.5,7,-1,-6,0,-1.5,12,-9
O=C(Nc1ccc(Cc2ccncc2)cc1)c1cc(F)c(F)cc1Cl,1,-0.5,-1.1,6,-5,-5,-2,0.5,-7,4
CCOC(=O)N1C2C=C(C)[C@@H]2[C@@H]2CC(=O)N21 (some centres undefined),2,-0.7,-1.6,1,-14,-7,3,0.3,-6,-6
Cc1ccc(S(=O)(=O)NCCSCc2ccccc2)cc1,-2,-2.2,2.2,2,-4,15,-2,-1.1,2,-14
O=C(Nc1ccc(Br)cc1)N1CCCCC1,-3,0.4,-2.5,0,8,-1,8,-0.5,3,0
CC1CCN(C(=O)COc2coc(CN3CCc4ccccc43)cc2=O)CC1,1,-0.7,-0.8,1,2,6,1,-1.2,-6,-9
COCCn1c(N)c(N(Cc2ccccc2)C(=O)COc2ccccc2F)c(=O)[nH]c1=O,-3,-0.3,-0.4,1,0,-5,0,0.4,1,-8
COc1ccc(N2CCN(C(=O)CNC(=O)Cc3ccccc3)CC2)cc1,8,-0.7,0.8,11,9,18,-2,0.1,-4,-10
Cc1onc(C(=O)N2CCOCC2)c1[N+](=O)[O-],1,0.3,0.5,3,-3,-3,0,1.1,12,-1
O=c1cc(C(F)(F)F)nc(SCc2cccnc2)[nH]1,3,-0.1,-0.6,2,8,-7,1,.,-2,-3
COC(=O)C[C@H]1c2cc(C(F)(F)F)ccc2S(=O)(=O)N1C(C)(C)C,-5,-0.6,1.5,9,2,-8,3,0.2,6,-6
O=C(COC(=O)c1cccc(S(=O)(=O)Nc2ccc(F)cc2)c1)NCCN1C(=O)CSC1=O,5,-0.4,-0.6,0,0,-3,0,-0.6,7,-1
COC(=O)c1ccc(C(=O)N(C)C2CCCN(Cc3ccccc3F)C2)cc1 (centres undefined),2,2.1,1.8,1,1,-8,1,-0.2,-4,-2

# The list goes on.
SMILES,SUMO1 PPI mod,Tb MetRS inh,LMPTP block,DNMT1 block,E coli Lon inh,Scp-1 inhibitor,STEP block,MsrA inh,CendR NRP1 mod,MsrA act
Cc1ccccc1NC(=S)N1CCCC(c2nc3ccccc3[nH]2)C1 (centres undefined),1,0.7,-1.6,-1,0,-10,1,0.2,23*,-1
O=C(O)/C=C/C(=O)NNc1ccc([N+](=O)[O-])cc1,-11,-0.5,-0.9,-8,-8,-3,0,2.6,-4,-2
CC(=O)Nc1cccc(OC(=O)COc2ccc(Br)cc2)c1,-1,-0.2,-0.5,-5,0,3,0,-0.8,-3,-2
NS(=O)(=O)c1ccc(NC(=O)CSc2ncnc3ccccc23)cc1,3,0.3,-0.2,3,-2,-1,-2,0.4,-8,-1
C[C@H]1CNC(=O)c2c(C(=O)Nc3ccc(CNC(=O)OC(C)(C)C)cc3)ncn21,1,0.3,-0.9,-2,-10,.,-1,1.4,-9,-6
CSCC[C@H](NS(=O)(=O)c1ccc(C(C)=O)cc1)c1nnc2ccccn12,0,-0.1,2.9,55*,-8,61*,55*,0.3,15,-3
COc1cc2ccccc2cc1C(=O)OCC(=O)NC1CCS(=O)(=O)C1 (centres undefined),-1,-0.6,-1.0,0,-2,-5,4,-0.8,-5,-2
O=c1c(-c2ccc(Cl)cc2)coc2c(CN3CCOCC3)c(O)ccc12,3,-1.0,-1.3,4,-15,-7,-7,-0.3,-9,-12
CN(C)c1ccc(C(=O)NCCCSc2ccccc2)cc1,4,-0.3,0.5,-2,-13,2,4,0.7,6,-3
O=C(Cn1cnc2c(nnn2Cc2ccc(F)cc2)c1=O)NCc1ccccc1,4,-0.1,-0.7,2,-3,9,-5,-0.2,-5,-5
c1nc(N2CCCC2)c2[nH]cnc2n1,-2,-0.8,-5.3,-1,-2,0,1,0.9,2,-2
CN1CCn2cnc(C(=O)Nc3ccc(CNC(=O)OC(C)(C)C)cc3)c2C1=O,12,-0.1,0.2,-2,-10,.,0,0.8,-1,-12
COc1ccc(-n2c(=O)c(NC(=O)c3ccccc3)c3n(c2=S)CCCCC3)cc1,-3,-0.7,0.1,-1,-4,15,0,1.4,7,-2
CCCC(CCC(=O)Nc1cccc([N+](=O)[O-])c1)C(=O)O (centres undefined),-14,-0.6,-2.7,1,5,1,-1,0.4,-4,-2
COc1ccc(OC)c(-c2csc(NC(=O)c3ccc(F)cc3)n2)c1,5,-0.6,2.7,-5,-5,6,-2,1.4,-9,-3
Cc1ccc(N/C=C/C(=O)c2ccccc2)cc1Br,-5,-0.2,1.9,5,7,-8,5,-0.4,5,-2
CCNC(=O)C1(c2ccccc2)CCCC1,4,-0.2,-1.2,2,-4,-5,-2,-2.1,4,-6
CC(=O)c1sc(=S)n(Cc2ccccc2)c1C,-13,0.3,0.6,4,-7,-7,5,2.2,-1,-3
CC(C)C(=O)Nc1c(C(=O)N2CCN(c3ncccn3)CC2)oc2ccccc12,-4,-0.3,-0.8,2,3,-3,2,0.4,1,-2
C=C1CCN([C@H](C(=O)NCc2cc(OC)c(OC)c(OC)c2)C(C)C)S(=O)(=O)c2ccccc21,-1,-0.3,0.0,1,-6,-6,2,0.2,14,-4
CN(c1ccccc1)S(=O)(=O)c1ccc(Cl)c(C(=O)OCC(=O)NCc2ccco2)c1,2,0.4,3.8,48,-1,81*,1,-0.4,-7,-2
C=CCc1ccc(OCCCCN2CCC(C)CC2)c(OC)c1,-2,-1.3,-0.7,-3,1,3,0,0.3,12,-9
Cc1nc2sc(C(c3ccc(C(C)C)cc3)N3CCN(CCO)CC3)c(O)n2n1 (centres undefined),-2,0.4,-4.6,-2,1,-11,-2,-0.9,0,-4

# In the list so far, 10 contain fluorine.
SMILES,SUMO1 PPI mod,Tb MetRS inh,LMPTP block,DNMT1 block,E coli Lon inh,Scp-1 inhibitor,STEP block,MsrA inh,CendR NRP1 mod,MsrA act
O=C1CSC(c2ccc(F)c(F)c2)N1c1ccccc1F (centres undefined),2,-0.8,0.3,2,1,0,1,-0.6,16,-3
O=C(NNC(=O)c1nn(-c2ccc(F)cc2)ccc1=O)c1ccccc1Cl,-24,-1.0,-0.9,1,6,-8,0,3.0,6,-7
O=C(Nc1ccc(Cc2ccncc2)cc1)c1cc(F)c(F)cc1Cl,1,-0.5,-1.1,6,-5,-5,-2,0.5,-7,4
COCCn1c(N)c(N(Cc2ccccc2)C(=O)COc2ccccc2F)c(=O)[nH]c1=O,-3,-0.3,-0.4,1,0,-5,0,0.4,1,-8
O=c1cc(C(F)(F)F)nc(SCc2cccnc2)[nH]1,3,-0.1,-0.6,2,8,-7,1,.,-2,-3
COC(=O)C[C@H]1c2cc(C(F)(F)F)ccc2S(=O)(=O)N1C(C)(C)C,-5,-0.6,1.5,9,2,-8,3,0.2,6,-6
O=C(COC(=O)c1cccc(S(=O)(=O)Nc2ccc(F)cc2)c1)NCCN1C(=O)CSC1=O,5,-0.4,-0.6,0,0,-3,0,-0.6,7,-1
COC(=O)c1ccc(C(=O)N(C)C2CCCN(Cc3ccccc3F)C2)cc1 (centres undefined),2,2.1,1.8,1,1,-8,1,-0.2,-4,-2
O=C(Cn1cnc2c(nnn2Cc2ccc(F)cc2)c1=O)NCc1ccccc1,4,-0.1,-0.7,2,-3,9,-5,-0.2,-5,-5
COc1ccc(OC)c(-c2csc(NC(=O)c3ccc(F)cc3)n2)c1,5,-0.6,2.7,-5,-5,6,-2,1.4,-9,-3
